PKM2 activator: activators of human pyruvate kinase M2 | P14618 | purified PKM2, Kinase-Glo ATP luminescence, activation; response scale: 0% is enzyme alone, no compound | Potency, µM (doses to about 57.5 µM), for the others: at the top dose activation, most hits filed as activators | 0.34% of 260,000 active | AID 1631; note: potency is the fitted concentration of half-maximal effect; % is set by controls: 0 for no effect and ±100 for the full control effect; nearly all actives have a fitted effect of over 55% in size
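ATP formation by purified human PK-M2, quantified via coupled luciferase luminescence after 1 h at room temperature with 0.1 mM ADP and 0.5 mM PEP final.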
GALK inh: galactokinase (human) inhibition; P51570; Purified GALK, Kinase-Glo residual ATP luminescence; Potency, µM (titrated, usually from 57.5 µM), for the others: at the top dose activity change, negative = inhibition, hits mostly inhibitors; 0.007% of 270,000 active; note: potency is the fitted concentration of half-maximal effect; % is set by controls: 0 for no effect and ±100 for the full control effect
Target sequence (P51570 whole entry, looked up): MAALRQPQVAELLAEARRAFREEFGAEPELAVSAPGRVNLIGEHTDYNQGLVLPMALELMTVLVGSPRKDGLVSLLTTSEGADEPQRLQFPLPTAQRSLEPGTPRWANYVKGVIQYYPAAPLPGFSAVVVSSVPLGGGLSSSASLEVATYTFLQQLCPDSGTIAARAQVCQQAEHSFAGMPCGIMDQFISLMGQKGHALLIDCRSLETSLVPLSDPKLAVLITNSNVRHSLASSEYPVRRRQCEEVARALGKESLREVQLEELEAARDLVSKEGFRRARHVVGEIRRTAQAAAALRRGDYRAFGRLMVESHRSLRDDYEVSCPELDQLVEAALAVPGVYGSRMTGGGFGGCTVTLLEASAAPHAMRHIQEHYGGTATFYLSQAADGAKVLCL
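Compounds were pin-transferred into ATP buffer (35 uM final), then GALK plus galactose (5 nM, 100 uM final) was added. After 1 h at room temperature, Kinase-Glo Plus was added and luminescence read after 10 min.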
Menin MLL FP TR: displaces Texas Red mutant MLL peptide from human menin | O00255 | Menin + Texas Red MLL mutant peptide, fluorescence polarization | Potency, µM (doses to about 61.6 µM), inactives show at the highest dose FP activity change, negative = inhibition, hits mostly inhibitors | 0.23% of 270,000 active | AID 1768; active = well fitted inhibition curve with a large enough effect in the polarisation, with a control signal flat, not every such curve was filed as active; inconclusive = small, poorly fitted or top-dose-only effect, or effect the other way, or a change in a side signal; inactive = no such curve, though single readings can be large or run the other way; the % refers to the polarisation; note: potency is the fitted concentration of half-maximal effect; % of control where 0% means no effect; many of its hits are not listed in these tables
MBNL1 CUG block: blocks human MBNL1 binding to CUG repeat RNA; Q9NR56; TR-FRET MBNL1-His/biotin-(CUG)12 binding, 665/545 ratio; Potency, µM (doses to about 57.5 µM), for the others: top-dose activity change, negative = inhibition, actives largely listed as inhibitors; 0.036% of 280,000 active; AID 2675; active = well fitted inhibition curve with a large enough effect in the signal ratio, with a control signal flat, not every such curve was filed as active; inconclusive = small, poorly fitted or top-dose-only effect, or effect the other way, or a change in a side signal; inactive = no such curve, though single readings can be large or run the other way; the % refers to the signal ratio; note: potency is the fitted concentration of half-maximal effect; % is set by controls: 0 for no effect and ±100 for the full control effect
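Inhibition of protein-RNA binding appears as loss of TR-FRET between terbium anti-His antibody on MBNL1-His and streptavidin-XL665 on biotin-(CUG)12. Activity is normalized to buffer-only and uninhibited-complex controls.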
BCR signal inh: blocks chronic active B-cell receptor signaling. Potency, µM (series often up to 46.1 µM), for inactives: top-dose ratio change, negative = lower green/red ratio, actives largely listed as inhibitors. 0.05% of 340,000 active. ABC-DLBCL IkBa-CBG/CBR reporter, luminescence ratio, 4 h; active = well fitted inhibition curve with a large enough effect in the signal ratio, with a control signal flat, not every such curve was filed as active; inconclusive = small, poorly fitted or top-dose-only effect, or effect the other way, or a change in a side signal; the % refers to the signal ratio;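 note: potency is the fitted concentration of half-maximal effect; plate controls were basal doxycycline-induced cells for no effect and cells given 10 µM MG132 for full effect; MG132 reads +100%, hits lower the ratio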
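TMD8 human ABC-DLBCL cells with doxycycline-inducible IκBα–green luciferase fusion and unfused red luciferase, in 0.5% FBS medium; compounds up to 46 uM, 4 h at 37C. Green/red luminescence ratio, filter-overlap corrected, fitted to concentration-response curves.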
ASM inhibitor: inhibitors of human secretory acid sphingomyelinase | P17405 | placental ASM, HMU-PC fluorogenic substrate, 60 min | Potency, µM (series often up to 57.5 µM), for the others: at the top dose activity change, negative = inhibition, actives largely listed as inhibitors | 0.006% of 340,000 active; note: potency is the fitted concentration of half-maximal effect
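HMU-PC0 cleavage (9 uM final) by human placental ASM, 60 min at 37 °C following 10 min compound exposure at RT; stopped at pH 10, fluorescence Ex 386/Em 447 nm.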
Eya2 phos inh: blocks the phosphatase activity of human Eya2; O00167; recombinant Eya2, OMFP fluorescence dephosphorylation (OMFP is methylfluorescein phosphate); Potency, µM (series often up to 76.9 µM), for the others: at the highest dose activity, negative = inhibition, actives largely listed as inhibitors; 0.006% of 330,000 active; note: potency is the fitted concentration of half-maximal effect; % is set by controls: 0 for no effect and ±100 for the full control effect
Target sequence (O00167 whole entry, looked up): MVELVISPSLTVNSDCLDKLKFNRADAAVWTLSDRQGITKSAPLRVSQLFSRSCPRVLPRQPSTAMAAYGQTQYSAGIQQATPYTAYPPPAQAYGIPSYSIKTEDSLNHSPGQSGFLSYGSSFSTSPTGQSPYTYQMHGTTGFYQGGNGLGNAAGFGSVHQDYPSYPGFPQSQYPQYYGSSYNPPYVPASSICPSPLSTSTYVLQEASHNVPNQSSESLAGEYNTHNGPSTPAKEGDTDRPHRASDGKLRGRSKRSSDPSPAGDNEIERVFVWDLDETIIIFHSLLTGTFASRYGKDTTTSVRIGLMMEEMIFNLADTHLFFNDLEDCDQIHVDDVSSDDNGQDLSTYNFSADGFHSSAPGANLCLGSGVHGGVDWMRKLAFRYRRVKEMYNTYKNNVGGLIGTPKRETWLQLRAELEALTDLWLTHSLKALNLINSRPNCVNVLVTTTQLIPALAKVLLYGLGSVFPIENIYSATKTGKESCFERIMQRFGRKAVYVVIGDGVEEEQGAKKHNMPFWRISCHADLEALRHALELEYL
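Eya2 (0.2 uM) preincubated 10 min at ambient with compound, then OMFP substrate added at 50 uM; 10 min reaction in 50 mM HEPES pH 7.5, 50 mM NaCl, 5 uM MgCl2, 0.05% BSA, 1 mM DTT. Fluorescence read at Ex 485/Em 525 nm.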
USP2a inh: inhibitors of human ubiquitin-specific protease USP2a. O75604. 0.01% of 330,000 active. Potency, µM (titrated, usually from 38.3 µM), inactives show top-dose activity change, negative = inhibition, hits mostly inhibitors. USP2 core, Ub-CHOP2 coupled fluorogenic reporter, 485/531;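 note: potency is the fitted concentration of half-maximal effect; plate controls were DMSO wells for no effect and full inhibition by NEM control for full effect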
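Cell-free coupled assay: 10nM USP2 core preincubated 30min RT with compound in Tris-HCl pH 8.0/CaCl2/CHAPS buffer, then 25nM Ub-CHOP2 and 25nM reporter substrate; fluorescence (Ex 485/Em 531) read after 60min RT, normalized to NEM inhibition, concentration-response curves fitted.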
TSHR antag: antagonists of human thyroid stimulating hormone receptor. P16473. TSHR-expressing cells, TSH-stimulated cAMP HTRF, 2 h; active compounds read low. activity change, negative = inhibition, % at 11.5 µM. 0.2% of 330,000 active. AID 504810;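 active = activity change below a set negative limit, meaning inhibition stronger than a set level, cut at about -70% in these data; inconclusive = activity change between two set negative limits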; note: % is set by controls: 0 for no effect and ±100 for the full control effect
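Read-out is FRET at 665 nm (cryptate excitation 337 nm) from a cryptate-tagged anti-cAMP antibody, competed by cell cAMP against cAMP-d2. Compounds are tested on freshly harvested TSHR cells challenged with 4nM TSH (EC80) for 2 hours at 37 deg C.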
KCNH2 WT inh: inhibitors of human wildtype KCNH2 potassium channel. Q12809. activity change, % at 1.84 µM. U2OS, BacMam KCNH2, thallium flux FluxOr; active compounds read low. 0.37% of 340,000 active;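 active = maximum activity change below -70%; inconclusive = maximum activity change between -70% and -50%; inactive = maximum activity change above -50%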; note: % is set by controls: 0 for no effect and ±100 for the full control effect
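U2OS cells transduced with wild-type KCNH2 virus are loaded with FluxOr dye for 45 min, and thallium flux is measured in kinetic reads before and after stimulation buffer. Rate constants are normalized to DMSO controls.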
Mito fusion yeast: blocks mitochondrial division or promotes mitochondrial fusion. Potency, µM (series often up to 46.1 µM), inactives show top-dose growth rescue (activation), actives largely listed as activators. 0.23% of 320,000 active. S. cerevisiae fusion-defective mutant growth rescue, CellTiterGlo 48 h;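 note: potency is the fitted concentration of half-maximal effect; % of control where 0% means no effect; nearly all actives have a fitted effect of over 45% in size; temperature-sensitive fusion mutants such as fzo1-1 at 37 °C on non-fermentable ethanol glycerol medium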
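Luminescent cell viability in 1536-well qHTS format served as the measure of rescued growth in ts fusion-mutant S. cerevisiae cultured on non-fermentable YPEG for 48 hours at 37C.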
* hit, by the source's call; ? = inconclusive; · = no result given; [ ] = another dose, or the depositor's remark. Unless noted, calls come from the whole dose curve; as a rule, active = well fitted curve in the direction sought with a large enough effect; inconclusive = small, poorly fitted or top-dose-only effect, or another doubt; inactive = no such curve, though single readings can be large; an effect the other way counts as inactive or inconclusive. The list is partial. The share of hits here may be higher or lower than overall.

SMILES	PKM2 activator	GALK inh	Menin MLL FP TR	MBNL1 CUG block	BCR signal inh	ASM inhibitor	Eya2 phos inh	USP2a inh	TSHR antag	KCNH2 WT inh	Mito fusion yeast
O=c1c2cn[nH]c2[nH]c(=S)n1-c1cccc(Cl)c1	7.0%	·	5.0%	1.2%	2.1%	4.1%	-8.5%	1.3%	-1.6	-23.0	-5.5%
COc1ccc(-c2cnc3c(c2)CCC3(C#N)C#N)cc1	5.7%	-0.2%	3.7%	-1.8%	?	-0.8%	5.9%	1.9%	13.5	1.8	-1.0%
Cc1nn(-c2ccccc2)c(C)c1C(=O)OCC(=O)Nc1cccc(S(N)(=O)=O)c1	·	·	·	·	?	-2.4%	3.7%	1.4%	-4.0	-3.9	2.6%
COc1ccc2c(Cl)c(C(=O)NCc3ccco3)sc2c1	0.2%	1.4%	-7.6%	18.1%	?	-1.7%	-20.5%	-1.2%	-9.0	-70.1*	-1.8%
Cc1ccc(S(=O)(=O)NCC2CCC(C(=O)NCCCN3CCOCC3)CC2)cc1 (stereo not drawn)	-3.5%	-1.8%	-15.6%	-9.0%	-5.9%	3.1%	-18.5%	1.6%	4.6	-2.9	-0.3%
COc1cc(OC)cc(C(=O)NNC(=O)c2cc(S(=O)(=O)N3CCOCC3)ccc2F)c1	·	·	·	·	-0.7%	4.4%	10.7%	-0.6%	-7.9	0.0	4.9%
CCN(CCn1cccn1)Cc1cn[nH]c1-c1ccc(-c2ccccc2)cc1	17.0%	2.9%	-5.1%	13.0%	?	2.8%	-12.8%	-6.2%	-13.0	14.1	9.6%
O=c1c(-c2ccc(Br)cc2)coc2c(CN3CCCCC3)c(O)ccc12	·	-1.4%	-4.9%	-1.6%	2.8%	9.4%	-29.2%	-0.8%	-10.4	14.5	6.6%
Cn1cc(Br)c(NC(=O)/C=C/C(=O)O)n1	26.6%	0.2%	·	2.5%	18.7%	7.0%	4.7%	-1.2%	14.2	-5.7	-3.1%
N#C/C(=C/c1cn(-c2ccccc2)nc1-c1cccc(OCc2ccc(F)cc2)c1)C(=O)NCCCn1ccnc1	-5.9%	0.0%	3.0%	-17.7%	-10.1%	·	-13.2%	-2.6%	-13.7	-25.3	-5.5%
O=C1N[C@H](Cc2ccccc2)COC(=O)[C@@H](Cc2ccc(F)cc2)C/C=C\C[C@H]1CC(=O)N(CCO)Cc1ccccc1	·	·	·	·	?	-1.2%	6.0%	3.6%	-8.0	12.6	·
Cc1cccc(N/C(N)=N/c2nc(C)cc(=O)[nH]2)c1	-6.6%	-2.1%	-6.7%	-0.3%	-13.5%	0.9%	4.0%	0.0%	8.7	19.0	-1.3%

Individual results from the entries so far:
`O=c1c(-c2ccc(Br)cc2)coc2c(CN3CCCCC3)c(O)ccc12` in TSHR antag is entered as -10.4
`O=c1c2cn[nH]c2[nH]c(=S)n1-c1cccc(Cl)c1` in KCNH2 WT inh is entered as -23.0

(continued)
SMILES	PKM2 activator	GALK inh	Menin MLL FP TR	MBNL1 CUG block	BCR signal inh	ASM inhibitor	Eya2 phos inh	USP2a inh	TSHR antag	KCNH2 WT inh	Mito fusion yeast
COc1ccc(C2=[N+]([O-])C(C)(C)C(c3ccccc3)=N2)cc1	-7.2%	0.0%	-4.5%	8.2%	-29.5%	-6.1%	-11.6%	0.2%	-8.3	-10.1	-0.7%
Nc1nc(N2CCN(C(c3ccccc3)c3ccccc3)CC2)n[nH]1	-2.9%	7.0%	-1.0%	-5.2%	-0.1%	7.4%	5.3%	-15.7%	0.4	-2.7	-0.1%
N#Cc1c(N)nc2c(c1N)CC(C(F)(F)F)O2 (stereo not drawn)	-2.7%	7.2%	2.8%	7.0%	?	0.1%	-1.5%	-0.1%	-5.2	7.9	2.1%
CCCc1cc(=O)[nH]c(SCC(=O)c2ccc3c(c2)OCCO3)n1	-3.9%	2.2%	-7.7%	·	5.0%	2.0%	5.0%	1.2%	-12.6	-2.6	2.5%
O=C(Oc1ccccc1F)C1CCN(C(=O)c2ccc(F)cc2)CC1	·	·	·	·	-0.3%	0.6%	-12.1%	0.8%	6.4	-1.5	-3.3%
Cc1ccc(C(=O)c2cn(-c3ccc(F)c(Cl)c3)nn2)cc1	3.0%	-2.3%	9.6%	-5.6%	?	-0.4%	6.4%	-0.7%	33.7	1.6	0.1%
O=S(=O)(NCCN1CCCC1)c1ccc(Br)cc1	-2.8%[11.5 µM]	-2.4%	-1.6%	4.8%	-1.9%	-0.3%	1.5%	-1.3%	6.2	-2.0	2.1%
COc1ccc(-n2c(SCC(=O)Nc3ccc(NC(C)=O)cc3)nc3c([nH]c4ccccc43)c2=O)cc1OC	0.9%	4.9%	·	8.6%	?	-29.4%	5.0%	0.0%	-0.5	-4.8	-0.1%
Cc1ccc(C(=O)Nc2nc(-c3cccnc3)cs2)o1	2.4%	-0.1%	8.2%	-4.6%	-8.5%	-2.3%	3.3%	-0.1%	-13.2	-0.1	-4.1%
O=C(N/N=C\c1ccc2c(c1)OCO2)c1cncc(Br)c1	-0.2%	7.4%	-8.7%	?	?	0.0%	-23.2%	5.4%	25.3	-10.5	-0.5%
CCCCc1c(O)n2c(nc3ccccc32)[nH]c1=O	-3.2%	0.6%	10.2%	-9.7%	-0.9%	-0.6%	2.3%	-0.7%	-1.6	10.7	-2.2%
CSc1ccc(S(=O)(=O)NCc2ccccc2)cc1	4.2%	0.9%	-8.9%	-6.4%	11.6%	-0.2%	-9.5%	6.6%	3.6	7.3	1.3%
COc1ccc(C)c2sc(N(CCN(C)C)C(=O)/C=C/c3cccs3)nc12	·	2.0%	·	-5.9%	?	-11.4%	-6.0%	1.2%	-3.7	-13.4	-26.7%
OC(COc1ccc(F)cc1Cl)CN1CCC(Cc2ccccc2)CC1 (stereo not drawn)	·	-2.3%	?	27.4%	-9.1%	0.0%	-0.1%	-5.8%	22.0	?	-26.3%
FC(F)(F)c1cc(Oc2ccccc2Cl)nc(-c2ccccn2)n1	0.2%	-2.8%	·	-11.3%	7.0%	-1.0%	2.5%	2.2%	-4.4	-0.7	-4.5%
COCc1nnc(NS(=O)(=O)c2ccc(Br)cc2)s1	6.3%	-4.8%	-10.6%	-6.3%	6.2%	7.8%	-3.0%	-1.1%	3.1	-16.4	-1.3%
Cc1ccc(NCc2ccccc2F)cc1	-1.9%	3.6%	-0.1%	-3.9%	1.1%	-0.7%	-1.4%	3.3%	-3.7	19.6	-1.5%
Cc1onc(-c2ccccc2)c1C(=O)N1CCCN(C(=O)c2c(-c3ccccc3)noc2C)CC1	-4.8%	0.2%	-11.1%	4.3%	-8.7%	0.2%	12.9%	3.9%	6.8	-11.9	-2.4%
CCn1cc(S(=O)(=O)CC(=O)Nc2cc(C)ccc2C)c2ccccc21	5.5%	1.2%	-4.4%[11.7 µM]	3.9%	-0.3%	-0.9%	13.1%	3.5%	5.6	3.2	1.2%
CCCn1c(O)c(CN2CCCCC2)c(C)c(C#N)c1=O	-0.7%	8.3%	20.8%	12.0%	-0.4%	6.0%	2.0%	-0.6%	5.5	6.0	0.5%
CC1COc2ccccc2N1S(=O)(=O)c1cc(Cl)ccc1Cl (stereo not drawn)	·	2.2%	21.0%	1.8%	10.0%	-3.6%	-20.4%	2.4%	-16.5	-3.9	-18.5%
CCC(CO)Nc1ccc(-c2n[nH]c(=O)c3ccccc23)cc1[N+](=O)[O-] (stereo not drawn)	·	3.7%	0.9%	?	-11.2%	-16.3%	-2.6%	-0.6%	-2.4	0.8	10.4%
COc1ccc(C(=O)C[N+]2(C)CCOCC2)cc1	-1.2%	2.3%	5.6%	3.1%	0.3%	-0.8%	31.4%	?	22.1	-26.4	-1.6%
CC(C)C(=O)NC(=S)NCC(=O)c1ccccc1	4.4%	-1.1%	13.7%	-24.8%	3.1%	2.6%	-18.2%	1.7%	32.6	17.9	-2.9%

Screening results deposited in PubChem by National Center for Advancing Translational Sciences (NCATS).
